Assay outcomes (PubChem BioAssay)
NADH enzymes: inhibition of NAD/NADH coupling enzymes, library profiling. 65,000 compounds, 0.02% hits. coupled PK/LDH NADH assays, four targets. AID 774. IC50, µM (doses to about 10 µM), for inactives: top-dose inhibition;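 active = single-dose screening hits from any of four coupled enzyme assays that gave an IC50 when retested across doses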;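 also: the DPM-DC format reads NADH fluorescence rather than 340 nm absorbance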
M1 ag: activates the M1 muscarinic receptor; 64,000 compounds, 3% hits; CHO-M1 cells, Fluo-4 calcium fluorescence, agonist mode; hits give high values; B-score at 10 µM;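 active = fluorescence rise, raw or as B-score row- and column-corrected plate score, outside the 99.7% band of its plate's samples, either direction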
RORA act: activators of human nuclear receptor RORA. P35398. CHO-K1 Gal4-RORA LBD luciferase reporter, luminescence; percent increase over mock-subtracted basal signal. activation, % at 10 µM. 65,000 compounds, 1.5% hits. AID 560;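 active = activation above the mean of all tested compounds plus 3 SD, cut at about 49% in these data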;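 also: 0% = DMSO-treated RORA cells and 100% = added signal equal to DMSO minus mock-transfected cells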
Ecoli tolC: blocks growth of E. coli BW25113 tolC mutant. OD615. growth inhibition, % at 10 µM (by protocol). 65,000 compounds, 2.2% hits;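 active = growth inhibition at or above a cutoff equal to the mean over every tested compound plus 3 SD, cut at about 60% in these data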;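 also: growth measured after 20 h incubation at 37 °C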
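Signal: optical density read at 615 nm; Assay system: E. coli ΔtolC::kan strain BW25113; Times: 20 h incubation with compound, 37 °C; Dosing: 10 µM final, single dose.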
E coli RNAP: blocks E. coli RNA polymerase transcription; inhibition, %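 (tested at 10 µM)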; P0A8V2; fluorescence transcription assay; 62,000 compounds, 0.2% hits; AID 559; in the data active = inhibition above about 20%;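 also: 0% = enzyme without compound and 100% = no enzyme blank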
Target sequence (P0A8V2 whole entry, looked up): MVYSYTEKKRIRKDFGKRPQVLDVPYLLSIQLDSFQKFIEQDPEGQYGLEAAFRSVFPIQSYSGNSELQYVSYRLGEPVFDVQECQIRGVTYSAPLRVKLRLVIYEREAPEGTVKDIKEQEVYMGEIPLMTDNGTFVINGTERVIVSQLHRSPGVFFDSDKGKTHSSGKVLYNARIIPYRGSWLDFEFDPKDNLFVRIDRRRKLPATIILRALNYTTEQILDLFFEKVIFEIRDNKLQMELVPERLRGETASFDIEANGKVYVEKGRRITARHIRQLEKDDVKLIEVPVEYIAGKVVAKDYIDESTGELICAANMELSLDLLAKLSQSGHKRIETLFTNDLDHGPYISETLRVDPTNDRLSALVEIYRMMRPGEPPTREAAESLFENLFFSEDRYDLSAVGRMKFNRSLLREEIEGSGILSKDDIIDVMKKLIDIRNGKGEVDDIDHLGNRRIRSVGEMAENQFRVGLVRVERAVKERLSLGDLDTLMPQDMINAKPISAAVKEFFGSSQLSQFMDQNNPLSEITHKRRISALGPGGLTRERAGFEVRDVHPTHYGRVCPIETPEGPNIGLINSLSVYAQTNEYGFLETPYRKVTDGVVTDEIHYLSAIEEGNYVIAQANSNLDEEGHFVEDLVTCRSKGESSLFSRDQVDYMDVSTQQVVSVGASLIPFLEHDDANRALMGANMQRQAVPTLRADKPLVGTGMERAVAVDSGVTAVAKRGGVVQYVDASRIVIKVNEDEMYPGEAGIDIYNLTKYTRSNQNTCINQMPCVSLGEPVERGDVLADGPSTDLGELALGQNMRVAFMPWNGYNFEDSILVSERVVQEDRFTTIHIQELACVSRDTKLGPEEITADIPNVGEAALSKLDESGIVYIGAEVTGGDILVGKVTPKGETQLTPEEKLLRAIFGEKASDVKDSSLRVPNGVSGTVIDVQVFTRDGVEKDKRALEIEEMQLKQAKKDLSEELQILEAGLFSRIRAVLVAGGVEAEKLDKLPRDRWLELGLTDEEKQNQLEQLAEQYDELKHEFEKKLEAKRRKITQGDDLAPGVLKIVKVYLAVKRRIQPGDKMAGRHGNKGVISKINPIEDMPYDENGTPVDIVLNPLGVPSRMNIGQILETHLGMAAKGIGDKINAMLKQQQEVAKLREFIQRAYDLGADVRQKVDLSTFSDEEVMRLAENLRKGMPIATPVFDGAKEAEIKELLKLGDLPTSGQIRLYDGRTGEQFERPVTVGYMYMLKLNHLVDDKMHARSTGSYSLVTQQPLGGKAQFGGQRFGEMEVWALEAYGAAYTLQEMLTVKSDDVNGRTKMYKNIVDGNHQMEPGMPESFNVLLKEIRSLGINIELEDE
SF-1 act: activates the human nuclear receptor SF-1; Q13285; CHO-K1 Gal4-SF-1 LBD luciferase reporter; % increase over DMSO SF-1-specific signal; activation, % at 10 µM; 65,000 compounds, 1.9% hits; AID 522;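 active = activation above the mean activation of all tested compounds plus 3 SD, cut at about 50% in these data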
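material = CHO-K1 cells with Gal4–hSF-1 LBD chimera plus Gal4-driven luciferase | compound = 10 µM single point, 1% DMSO | incubation = 20 h compound exposure at 37 °C after 1 h cell settling | measured by = SteadyLite luciferase luminescence | evaluation = percent activation relative to DMSO median and mock-transfected background | control set = DMSO negative control and −SF1 background wells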
M1 antag: blocks the rat M1 muscarinic receptor response to acetylcholine; CHO-M1 cells, Fluo-4 calcium, ACh EC80 antagonist mode; hits give low values; B-score at 10 µM; 64,000 compounds, 3.4% hits;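 active = calcium fluorescence response, raw or row-and-column corrected B-score, differing from the plate sample mean either way at a set confidence level, mostly lower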
TNAP act mid DEA: activates human TNAP at intermediate phosphate acceptor concentration; purified TNAP, CDP-star luminescence, 100 mM DEA, 30 min; hits give high values; scale: 0 levamisole-inhibited, 1 vehicle-only enzyme; P05186; 64,000 tested, under 10 active; activation factor at 20 µM;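 active = activation factor of at least 2 at 20 µM, relative to controls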
Autofluor 339: intrinsic fluorescence of library compounds, ex339/em460 – biochemical, MLSMR library, data from DPM-DC assay, artefact control, profiling panel | fluorescence fold increase at 10 µM | 65,000 compounds, 5.5% hits | compound autofluorescence, ex339/em460 nm, NADH buffer; hits give high values; 1 = no-compound wells, NADH background;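 active = at 10 µM, mean starting fluorescence two-fold or more over control wells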;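 also: signal is the first read of a kinetic run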
* = called active by the depositor; nt = not tested or not shown; & = joins results of further samples; [ ] = dose if it differs, or a comment.

SMILES	NADH enzymes	M1 ag	RORA act	Ecoli tolC	E coli RNAP	SF-1 act	M1 antag	TNAP act mid DEA	Autofluor 339
COC(=O)CN1CCN(C(=O)c2ccc(F)cc2)c2ccccc2C1	7%	1.7	-3	-31	-2	6	-0.018	1	1.1
CCn1c(SCC(=O)c2ccccc2)nnc1-c1cnccn1	2%	0.023	22	4	1	44	0.0056	0.9	1.1
CC1CN(C(=O)c2ccccc2C(=O)c2ncc[nH]2)CC(C)O1 (stereo not drawn)	0%	0.76	-27	-2	9	1	0.4	1	1.1
CCOc1ccc(OCC)c(NC(=O)CNS(=O)(=O)c2cccs2)c1	4%	-0.39	-6	7	2	5	0.0086	1	1.1
CN(C)c1ccc(NC(=O)c2cc3c(=O)n4ccccc4nc3n2C)cc1	6%	1.6	28	-3	4	6	-0.48	1	1.7
COc1ccc(C(=O)Nc2ccc(-c3ccc(C)o3)cc2)cc1S(=O)(=O)N1CCOCC1	4%	0.74	-10	-5	6	19	0.59	1	1.1
CC(C)OC(=O)c1c(NC(=O)CCn2nnc3ccccc32)sc2c1CCCC2	6%	nt	0	33	3	-1	nt	0.9	1.2
O=C(CSc1nnc(Cc2cc(=O)[nH]c(=O)[nH]2)n1-c1ccc(Cl)cc1)NCC1CCCO1 (stereo not drawn)	8%	0.25	3	-20	7	10	-0.53	0.9	1.1
COc1ccccc1OCC(O)Cn1c(=N)n(Cc2ccccc2)c2ccccc21 (stereo not drawn)	4%	0.19	3	36	nt	-11	0.0072	nt	1.1
Cn1nnnc1SCC(=O)NCC(=O)c1ccccc1	5%	-1.7	5	-3	1	-2	-0.42	1	1.1
Cc1ccc(C)c(N2CCN(S(=O)(=O)c3ccc4[nH]c(=O)c(=O)[nH]c4c3)CC2)c1	2%	1.4	-1	31	0	-10	0.35	1	1.4
COc1ccc(-c2nnc(SCC(=O)NC(C)c3ccccc3)o2)cc1 (stereo not drawn)	2%	0.9	-5	9	4	5	-0.53	0.9	1.1
Cc1cc(C)c2c(n1)nn1c(C3CC3)cc(C(F)(F)F)nc21	3%	1.3	0	-15	4	-4	-0.015	1	1.2
Cc1ccc(C)c(C2=CSC3=NCCN23)c1	5%	-0.77	2	-3	8	12	-0.16	1	1.1
O=C(O)C1CCCN1c1ncccn1 (stereo not drawn)	10%	0.4	-14	-29	0	-6	0.013	0.9	1.1
CCn1cc(SCC(=O)Nc2cc(C)on2)c2ccccc21	2%	0.15	2	9	10	-6	0.81	0.9	1
Cc1ccc(OCC(=O)Nc2nnn(C)n2)c(C)c1	6%	0.59	15	-14	6	-22	0.2	0.9	1
COc1ccc(CCNc2oc(COc3ccccc3F)nc2C#N)cc1OC	6%	3*	6	33	2	10	-2.1*	0.9	1.1
CNC(=O)CN1C(=O)c2ccccc2S1(=O)=O	7%	-0.022	15	-15	9	7	0.0014	0.9	1
CCOc1cc(C2c3c(n[nH]c3C)C(=O)N2c2ccc(Br)cc2)ccc1O (stereo not drawn)	2%	0.35	22	12	6	-5	0.72	1.1	1.1
CN(C)c1nc2c(c(=O)[nH]c(=O)n2C)n1Cc1ccc(F)cc1	2%	0.046	-11	-10	6	-7	-0.23	0.9	1.1
CC(=O)Oc1cc2c(C(=O)NCCCN3CCOCC3)c(C)oc2c2ccccc12	5%	2	-5	2	0	-14	-0.81	0.9	1.1
O=c1c2[nH]c3cccc(Cl)c3c2ncn1CCN1CCCCC1	4%	1.2	-17	-17	0	4	-1.1	0.9	1.6
O=C(Oc1cccc(-n2cnnn2)c1)c1sc2ccccc2c1Cl	7%	0.92	-7	-13	7	-7	0.4	0.9	1.1
O=C(O)Cn1c(-c2cscn2)nc2ccccc21	2%	-0.89	-15	-11	2	-20	0.068	0.9	1.2
COc1cccc(-c2cc(C(=O)N3CCN(Cc4ccccc4)CC3)no2)c1	2%	-0.093	-20	0	-2	14	0.087	0.9	1.1
CCn1c(=O)c2cc(C(=O)Nc3cc(C)on3)sc2c2ccccc21	4%[fluoresces]	-0.27	6	-10	5	-24	0.23	0.9	2.2*
COC(=O)c1ccc(NC(=O)Cn2nc(SC)n(N)c2=S)cc1	5%	-0.046	-6	-3	5	0	-0.35	0.9	1.1
Cc1nc(SCC(=O)c2c[nH]c3ccccc23)n[nH]1	3%	-0.11	-8	-5	8	-4	0.45	0.8	1
Cc1cc(Nc2ccc(F)cc2C)n2ncnc2n1	11%	-1.6	15	-13	12	-15	0.43	1	1
COc1cccc(N(CC(=O)Nc2cccc(F)c2)S(C)(=O)=O)c1	3%	0.67	7	3	11	-12	-0.12	1	1.1
NC1=NCc2ccccc21	9%	1.6	-26	-10	11	-9	1.2	0.8	1.1
O=c1c2ccccc2n2cnnc2n1-c1ccccc1	4%	0.35	-4	-16	7	-2	0.78	1	1.1
COc1ccc(NC(=O)c2ccc(CN3CCN(c4ccccc4)CC3)cc2)cc1	3%	-0.42	-3	3	16	3	-0.46	0.8	1.1
CCn1nc(CC(=O)Nc2ccc(-n3cnnn3)c(C)c2)c2ccccc2c1=O	2%	-0.59	23	11	7	4	0.4	1	1.1
O=C(O)c1cc2cc(F)ccc2[nH]1	7%&2%	1.2	0&-4	-16&8	9	-1&3	-0.48	0.9	1.1&1
CCOC(=O)c1c(C2CC2)csc1NC(C)=O	5%	2.3	-13	6	3	-4	0.57	0.9	1.2
CCCCOc1ccc(C2CC(=O)NC2=O)cc1 (stereo not drawn)	5%	-0.27	7	2	2	9	0.067	0.9	1.1
Fc1ccc(-c2nnc3ccc(N4CCCC4)nn23)cc1	3%	0.62	25	3	2	-15	-0.29	0.9	1.1
CCN(Cc1ccccc1)C(=O)CSc1nc(C)cc2c1C(=O)OC2	3%	0.45	-31	5	4	-20	0.037	0.9	1.1
CC(C)(C)OC(=O)N1CCC[C@@H]1C(=O)N1CCC(C(=O)O)CC1	2%	0.21	-14	-15	0	-9	0.6	0.9	1.1
O=C(CN1C(=O)COc2ccccc21)NCCCN1CCc2ccccc2C1	1%	1.8	-4	-14	2	4	-0.22	1	1.1
CCn1c(SCC#N)nc2c(c1=O)C1(CCCC1)Cc1ccccc1-2	7%	-0.54	-6	53	nt	8	0.012	0.9	1.1
CCn1c(CNc2ccccc2Cl)nnc1SCCN1CCCCC1	9%	-0.037	-1	-2	3	-2	-4.4*	0.9	1.1
CCN(CCO)C(=O)C12CCC(C)(C(=O)C1)C2(C)C (stereo not drawn)	3%	1	-4	-9	1	-4	0.0029	1	1.1
COc1cccc(CNC(=O)C2CCCN(S(=O)(=O)c3cnc[nH]3)C2)c1 (stereo not drawn)	2%	1.9	-12	-4	4	-2	0.44	1	1.1
COc1ccc(CC(=O)NCc2ccccc2)cc1S(=O)(=O)N1CCOCC1	1%	-0.11	-12	-24	0	14	-0.42	0.9	1
O=C(CN1C(=O)C2CC=CCC2C1=O)Nc1nc2ccccc2[nH]1 (stereo not drawn)	8%	-0.63	-19	-6	1	14	0.28	1	1.3
Cc1cc(C)cc(N2C(=O)CC(N3CCOCC3)C2=O)c1 (stereo not drawn)	4%	0.027	4	-31	7	-3	0.28	0.8	1
CN(C(=O)c1ccncc1)c1nnc(-c2cccnc2)s1	4%	-0.035	11	-15	6	2	0.7	0.9	1.1
CCn1cc(C(=O)NCc2ccc(C)o2)c2cc(OC)c(OC)cc2c1=O	2%	nt	13	9	9	21	nt	0.9	1.1
O=C(c1cc(-c2ccc3c(c2)OCO3)on1)N1CCN(c2ccc(F)cc2)CC1	6%	0.22	-9	-16	5	5	-0.44	0.9	1.4
Cc1cccnc1NC(=O)c1ccc2nc(N)sc2c1	10%	0.047	-9	-5	7	-1	0.74	1	1.2
O=C(Nc1ccccc1O)c1ccc(Cl)cc1	3%	-0.41	8	17	9	-8	-0.17	0.9	1
COc1ccc(N2C(=O)CCC(C(=O)N3CCC(C(N)=O)CC3)C2c2ccc(F)cc2)cc1 (stereo not drawn)	7%	1.2	1	-8	4	6	-0.41	0.9	1.1
c1ccc(-c2ccccc2-c2nc(-c3ccncc3)no2)cc1	6%	-0.81	-22	24	8	-7	0.28	0.9	1.1
CC(=O)c1c(C)[nH]c(C(=O)Nc2c(C)n(C)n(-c3ccccc3)c2=O)c1C	2%	0.12	4	-14	5	3	-0.015	0.9	1.1
O=C(CSc1nnc(-c2ccco2)n1Cc1ccco1)N1CCOCC1	6%	0.12	5	-4	7	0	-0.36	0.9	1.1
N=c1nc(-c2ccccc2)ccn1O	6%	-0.027	-7	-17	8	-6	-0.26	0.9	1.1
Cn1c(=O)c2cc(S(=O)(=O)NCCC(=O)NCC3CCCO3)ccc2n(C)c1=O (stereo not drawn)	8%	-0.57	15	-12	3	-14	0.056	1	1.1
COc1cccc(-c2nc(NC(C)C)c3ccccc3n2)c1O	0%	0.71	22	24	nt	14	-0.22	0.9	1.1
Cc1cccc2sc(NC(=O)CN(C)S(=O)(=O)c3cccs3)nc12	11%	1.2	30	11	5	13	-1.2	0.8	1

For convenience, 14 of the compounds above:
SMILES	NADH enzymes	M1 ag	RORA act	Ecoli tolC	E coli RNAP	SF-1 act	M1 antag	TNAP act mid DEA	Autofluor 339
COc1ccc(CC(=O)NCc2ccccc2)cc1S(=O)(=O)N1CCOCC1	1%	-0.11	-12	-24	0	14	-0.42	0.9	1
O=C(CN1C(=O)C2CC=CCC2C1=O)Nc1nc2ccccc2[nH]1 (stereo not drawn)	8%	-0.63	-19	-6	1	14	0.28	1	1.3
Cc1cc(C)cc(N2C(=O)CC(N3CCOCC3)C2=O)c1 (stereo not drawn)	4%	0.027	4	-31	7	-3	0.28	0.8	1
CN(C(=O)c1ccncc1)c1nnc(-c2cccnc2)s1	4%	-0.035	11	-15	6	2	0.7	0.9	1.1
CCn1cc(C(=O)NCc2ccc(C)o2)c2cc(OC)c(OC)cc2c1=O	2%	nt	13	9	9	21	nt	0.9	1.1
O=C(c1cc(-c2ccc3c(c2)OCO3)on1)N1CCN(c2ccc(F)cc2)CC1	6%	0.22	-9	-16	5	5	-0.44	0.9	1.4
Cc1cccnc1NC(=O)c1ccc2nc(N)sc2c1	10%	0.047	-9	-5	7	-1	0.74	1	1.2
O=C(Nc1ccccc1O)c1ccc(Cl)cc1	3%	-0.41	8	17	9	-8	-0.17	0.9	1
COc1ccc(N2C(=O)CCC(C(=O)N3CCC(C(N)=O)CC3)C2c2ccc(F)cc2)cc1 (stereo not drawn)	7%	1.2	1	-8	4	6	-0.41	0.9	1.1
c1ccc(-c2ccccc2-c2nc(-c3ccncc3)no2)cc1	6%	-0.81	-22	24	8	-7	0.28	0.9	1.1
CC(=O)c1c(C)[nH]c(C(=O)Nc2c(C)n(C)n(-c3ccccc3)c2=O)c1C	2%	0.12	4	-14	5	3	-0.015	0.9	1.1
O=C(CSc1nnc(-c2ccco2)n1Cc1ccco1)N1CCOCC1	6%	0.12	5	-4	7	0	-0.36	0.9	1.1
N=c1nc(-c2ccccc2)ccn1O	6%	-0.027	-7	-17	8	-6	-0.26	0.9	1.1
Cn1c(=O)c2cc(S(=O)(=O)NCCC(=O)NCC3CCCO3)ccc2n(C)c1=O (stereo not drawn)	8%	-0.57	15	-12	3	-14	0.056	1	1.1
